Plk1 PBD FP: Plk1 (human) PBD binding inhibition; Plk1 PBD phosphopeptide binding, fluorescence polarization; inhibition, %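 (tested at about 20 µM)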; actives 0.13% (n = 97,000); in the data active = inhibition above about 34%, passing the limit was not always enough
ERb SRC1 inh: blocks coactivator binding to human estrogen receptor beta | inhibition, % at 25.6 µM | AID 633 | Q92731 | TR-FRET ER-beta LBD / SRC1-Cy5 peptide binding; receptor agonist-loaded with 1 µM estradiol | actives 1.3% (n = 86,000);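 active = compounds whose percent inhibition of the receptor-coactivator binding signal exceeds about 50% in the single-dose screen, limit read from the data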;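 note: 0% = receptor plus peptide wells without compound and 100% = peptide-only wells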
ERa SRC1 inh: ER-alpha (human) coactivator binding inhibition; P03372; AID 629; inhibition, % at 25.6 µM; actives 1.7% (n = 86,000); TR-FRET ER-alpha LBD / SRC-1 peptide, estradiol-bound; in the data active = inhibition above about 50%;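 note: 0% = receptor plus peptide control and 100% = peptide only without receptor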
ERa coact pot: enhances coactivator binding to human estrogen receptor alpha | actives 1.3% (n = 86,000) | P03372 | TR-FRET ERalpha-LBD/SRC-Cy5 coactivator binding, 2 h; 100 = basal binding, no effect | AID 639 | coactivator binding (% of control), % at 25.6 µM; in the data active = activity above about 200%;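 note: binding measured in presence of low estradiol as agonist stimulus; 0% = peptide alone without receptor and 100% = receptor with peptide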
PLK1 inh: inhibitors of human PLK1 kinase | P53350 | recombinant PLK1 kinase, TR-FRET peptide phosphorylation | inhibition, % at 10 µM | actives 0.53% (n = 97,000) | AID 619;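 active = inhibition of 50% or more in the single-concentration screen; inactive = inhibition below 50%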;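 note: 0% = DMSO max control and 100% = H-89 dihydrochloride min control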
CD11b adhes enh: CD11b/CD18-fibrinogen binding enhancement | P05107+P11215 | AID 1499 | K562 CD11b/CD18 adhesion to fibrinogen, ATPlite luminescence | activation, % at 10 µM | actives 0.07% (n = 93,000);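 active = 10 µM primary screen giving 50% or more activity, confirmed by 40% or more on retest at that dose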; note: strong numbers were not always called active
Target sequence (P05107 whole entry, looked up, other chains not shown): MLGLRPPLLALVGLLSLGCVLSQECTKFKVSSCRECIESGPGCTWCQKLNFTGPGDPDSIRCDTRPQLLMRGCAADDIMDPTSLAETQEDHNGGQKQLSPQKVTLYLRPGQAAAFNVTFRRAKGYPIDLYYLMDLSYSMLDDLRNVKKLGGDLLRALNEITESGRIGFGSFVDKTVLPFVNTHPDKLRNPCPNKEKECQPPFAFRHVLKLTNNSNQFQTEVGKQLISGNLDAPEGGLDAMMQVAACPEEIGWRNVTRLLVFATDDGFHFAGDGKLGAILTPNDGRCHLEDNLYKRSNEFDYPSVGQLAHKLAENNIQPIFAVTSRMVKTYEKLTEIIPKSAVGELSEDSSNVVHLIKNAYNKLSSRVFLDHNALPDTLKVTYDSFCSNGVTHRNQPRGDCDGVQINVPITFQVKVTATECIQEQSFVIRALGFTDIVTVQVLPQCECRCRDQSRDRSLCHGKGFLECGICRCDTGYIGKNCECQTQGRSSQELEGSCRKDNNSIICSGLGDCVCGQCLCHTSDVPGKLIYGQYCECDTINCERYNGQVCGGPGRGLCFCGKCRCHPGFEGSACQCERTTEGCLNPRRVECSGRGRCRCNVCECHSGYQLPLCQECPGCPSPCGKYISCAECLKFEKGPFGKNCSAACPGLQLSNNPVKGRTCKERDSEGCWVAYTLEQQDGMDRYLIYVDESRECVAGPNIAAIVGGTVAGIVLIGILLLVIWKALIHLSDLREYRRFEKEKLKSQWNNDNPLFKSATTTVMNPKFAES
FAK inh: inhibitors of human focal adhesion kinase. Q05397. biochemical FAK kinase activity assay. inhibition, %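 (tested at 7 µM)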. actives 0.84% (n = 97,000). AID 727; in the data active = inhibition above about 19%;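 note: 0% = DMSO and 100% = reference compound high control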
Rev-RRE block: HIV Rev-RRE protein-RNA interaction inhibition; P05866; Rev peptide-RRE RNA binding, FRET; inhibition, % at 8 µM; actives 0.79% (n = 97,000); AID 704;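 active = inhibition above the screen-wide mean plus 3 SD, cut at about 35% in these data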;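 note: 0% = median DMSO wells and 100% = median Neomycin B control wells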
Target sequence (P05866 whole entry, looked up): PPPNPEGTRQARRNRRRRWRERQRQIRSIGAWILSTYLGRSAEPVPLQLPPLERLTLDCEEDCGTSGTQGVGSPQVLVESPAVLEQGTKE
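System: Cy5-labelled duplex RRE RNA binding fluorescein-labelled HIV Rev peptide; Signal: fluorescein-to-Cy5 FRET, 480 nm excitation; Also added: labelled Rev peptide; Compound: one concentration, 8 µM nominal; Buffer or medium: HEPES pH 7.5 salt buffer with EDTA; Read-out: % inhibition of FRET ratio versus controls; Schedule: 5 min preincubation and 15 min binding, 25 °C.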
Mac1 fbg inh: inhibitors of human CD11b/CD18 binding to fibrinogen | AID 1497 | inhibition, % at 10 µM | K562 CD11b/CD18 adhesion to fibrinogen, ATPlite luminescence; Mn2+ added to activate the integrin | actives 0.54% (n = 93,000) | P05107+P11215;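 active = primary inhibition of 50% or more at 10 µM, then 40% or more on retest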; note: some results filed as inactive read as strong as hits
The depositor's hits bear a star; . = no result given; [ ] = dose if it differs, or a comment.

Plk1 PBD FP	ERb SRC1 inh	ERa SRC1 inh	ERa coact pot	PLK1 inh	CD11b adhes enh	FAK inh	Rev-RRE block	Mac1 fbg inh	Compound
16.8	.	.	.	-2.1	-0.9	-0.6	2.7	3.8	Cc1cc(C)n(-c2ccc(Cl)c(C(=O)OCC(N)=O)n2)n1
-18.4	-16.7[fluorescence artefact?]	2.4	96.3	-7.4	0.7	-1.6	5.7	-3.4	Cc1ccc(C(=O)N(Cc2nc(-c3ccc(C)cc3)no2)C(C)C)cc1
12.0	0.5[fluorescence artefact?]	3.8[fluorescence artefact?]	96.9	-8.0	3.2	1.4	5.4	-2.1	Cc1cccc(C)c1NC(=O)CSc1nnnn1C
-5.9	-3.7	-1.9	112.5	-4.6	.	1.6	-4.4	.	Cn1c(=O)c2c(nc(NCc3ccccc3)n2C)n(C)c1=O
-24.5	.	.	.	-8.7	-3.3	0.0	0.9	-31.5	CN(CC(=O)O/N=C(\N)c1ccccn1)S(=O)(=O)c1ccc(Br)cc1
.	-0.3	-1.2	99.7	.	-2.9	.	.	-0.3	Cc1cc(C)n2nc(C(=O)Oc3ccc4c(c3)OCO4)nc2n1
-23.5	17.4	-3.6	104.8	5.5	-1.1	-0.3	7.4	4.2	COc1ccc(Nc2nc3ccccc3n3cnnc23)cc1
18.4	-3.6	-2.9	103.3	-10.4	-2.3	0.7	4.2	0.7	CCCCCCP(=O)(O)c1ccccc1
-34.2	-7.5	-12.2	127.5	-10.9	-0.4	3.2	6.5	-16.8	Cc1ccccc1CN(c1ccc(C(N)=O)cc1)S(C)(=O)=O
0.9	.	.	.	-0.8	-2.7	-2.3	6.6	-5.5	CN1CCN(NC(=O)c2ccc(Cl)c([N+](=O)[O-])c2)CC1

Single records (already shown). Order of screens: Plk1 PBD FP, ERb SRC1 inh, ERa SRC1 inh, ERa coact pot, PLK1 inh, CD11b adhes enh, FAK inh, Rev-RRE block, Mac1 fbg inh
Shown for Cc1cc(C)n(-c2ccc(Cl)c(C(=O)OCC(N)=O)n2)n1 : 16.8, ., ., ., -2.1, -0.9, -0.6, 2.7, 3.8
Shown for Cc1ccc(C(=O)N(Cc2nc(-c3ccc(C)cc3)no2)C(C)C)cc1 : -18.4, -16.7[fluorescence artefact?], 2.4, 96.3, -7.4, 0.7, -1.6, 5.7, -3.4
Shown for Cc1cccc(C)c1NC(=O)CSc1nnnn1C : 12.0, 0.5[fluorescence artefact?], 3.8[fluorescence artefact?], 96.9, -8.0, 3.2, 1.4, 5.4, -2.1
Shown for Cn1c(=O)c2c(nc(NCc3ccccc3)n2C)n(C)c1=O : -5.9, -3.7, -1.9, 112.5, -4.6, ., 1.6, -4.4, .
Shown for CN(CC(=O)O/N=C(\N)c1ccccn1)S(=O)(=O)c1ccc(Br)cc1 : -24.5, ., ., ., -8.7, -3.3, 0.0, 0.9, -31.5

Continuation:
Plk1 PBD FP	ERb SRC1 inh	ERa SRC1 inh	ERa coact pot	PLK1 inh	CD11b adhes enh	FAK inh	Rev-RRE block	Mac1 fbg inh	Compound
-6.2	-6.0	-3.9	97.2	-2.5	-0.4	-4.2	6.7	25.0	Cc1ccc(S(=O)(=O)N2CCN(C(=O)COC(=O)COc3ccccc3)CC2)cc1
1.3	.	.	.	-7.5	.	-1.5	9.8	.	COc1ccc(CNC(=O)c2csc(Cc3ccc(OC)cc3)n2)cc1
-15.1	11.4[fluorescence artefact?]	5.9[fluorescence artefact?]	103.0	7.6	-0.9	4.3	4.6	-49.3	CCc1nnc(NC(=O)C2CC(=O)N(Cc3ccco3)C2)s1 (stereo not drawn)
.	0.1	-12.0	111.9[fluorescence artefact?]	.	1.0	.	.	1.2	O=C(NCc1ccc2c(c1)OCO2)c1cccc(Cl)c1
8.6	10.4[fluorescence artefact?]	15.5	110.4[fluorescence artefact?]	-13.9	-4.8	-1.6	5.0	-12.7	O=c1ccn(Cc2ccccc2Cl)cc1
-8.6	0.2	-0.9	114.9	-4.3	-8.9	2.1	3.1	80.3	O=C(CSc1nnc(Cc2ccccc2)o1)NCCc1ccccc1
.	-5.1	0.1	110.9	.	-3.4	.	.	-1.7	CC1(C)CC(=O)C(C=NCC(O)c2ccccc2)=C(O)C1 (stereo not drawn)
-20.9	.	.	.	-3.1	.	0.0	-2.4	.	Cc1ccc(-n2c(Cc3ccccc3)nnc2SCC(=O)NNC(=O)Cc2ccccc2)cc1
-7.0	1.1	-1.0	123.8	1.2	2.3	-5.2	8.0	-3.3	CC(C)c1ccc(N2CC(C(=O)Nc3nccs3)CC2=O)cc1 (stereo not drawn)
-9.3	3.7	8.7	101.7	-19.2	0.2	1.5	5.1	-17.0	Cn1c(SCC(=O)NCc2cccs2)nnc1-c1cccs1
-5.6	.	.	.	-6.1	-1.5	-0.2	10.3	6.5	O=C(Nc1ccc(N2CCOCC2)nc1)c1ccc(Cl)cc1
-0.9	-3.5	-147.3[fluorescence artefact?]	112.5	-8.1	0.8	5.2	-0.5	-6.3	CC(=O)OC(Cn1nc(C)cc1C)c1ccccc1 (stereo not drawn)
3.5	.	.	.	-5.4	.	-0.1	4.1	.	Cc1ccc(S(=O)(=O)Cc2nc3ccccc3c(=O)[nH]2)cc1
.	-19.9	-22.9	104.4	.	0.1	.	.	-25.9	CCCCNC(=O)C1c2cc(OC)c(OC)cc2C(=O)N(C)C1c1ccc(OC)cc1 (stereo not drawn)
-26.4	.	.	.	-3.8	.	3.0	6.0	.	O=C(NC1CCCCC1)C(c1ccc2ncccc2c1)N(Cc1ccc2c(c1)OCO2)C(=O)c1cccs1 (stereo not drawn)
-16.1	-10.7	-5.8	97.3[fluorescence artefact?]	-10.0	.	-0.9	2.0	.	C=CCC(NCc1ccccc1)c1ccc(C)o1 (stereo not drawn)
7.3	-9.4	-14.9	108.2	-3.4	-5.3	0.4	-2.7	2.6	CN(C)C(=O)C12CCC(C)(c3nc4ccccc4nc31)C2(C)C (stereo not drawn)
-18.6	-5.1	-1.7	91.1	-11.6	-4.3	10.8	8.4	-2.5	Cc1ccc(Cn2c(CN3CCN(C(=O)c4ccco4)CC3)nc3c2c(=O)n(C)c(=O)n3C)cc1
-9.2	-4.8[fluorescence artefact?]	-4.8	159.3	-0.2	-0.1	4.2	2.9	-9.6	CCN1CCN(C(=O)C(NS(=O)(=O)c2ccc3nc(C)sc3c2)C(C)C)CC1 (stereo not drawn)
-1.5	.	.	.	-5.3	.	-1.6	-0.5	.	O=C(CSc1nc2ccc([N+](=O)[O-])cc2[nH]1)c1ccc2ccccc2c1
-3.5	-14.4	-7.5	108.4[fluorescence artefact?]	4.5	0.2	1.0	0.2	3.6	Cc1occc1-c1nnc(SCC(=O)N(C)CCC#N)n1N
11.8	13.6	-0.5	91.5	-6.4	.	-2.2	4.4	.	Cc1cc(C)c2c(-n3cccc3)c(C(=O)O)sc2n1
-8.8	-1.3[fluorescence artefact?]	4.2[fluorescence artefact?]	114.2[fluorescence artefact?]	-15.4	-3.2	0.0	4.3	4.1	CC(C)OCCCNS(=O)(=O)c1ccc2ccccc2c1
-19.0	-8.2	-4.8	121.1	-5.6	-6.0	10.4	6.6	48.8	Nc1ccc2oc(=O)c3ccccc3c2c1
-22.3	-12.7	1.9	109.8	-11.7	0.7	0.0	3.0	-2.3	CCCCOCCCNC(=O)CCCOc1ccccc1
-16.2	0.1[fluorescence artefact?]	17.5	106.9	4.9	.	-0.2	2.4	.	O=C(c1ccc(Cl)cc1)c1ccc(OCC(=O)N2CCOCC2)cc1
-26.2	.	.	.	11.8	-1.7	-6.7	1.4	5.2	C=CCNC(=O)/C(=C\C=C\c1ccccc1)NC(=O)c1ccc(OCCCC)cc1
9.5	10.9[fluorescence artefact?]	-36.2[fluorescence artefact?]	99.4	-7.3	6.0	0.1	2.9	3.0	C=C(C)CC1Nc2ccccc2NC1CC(=C)C (stereo not drawn)
-1.7	6.8[fluorescence artefact?]	1.6	113.2[fluorescence artefact?]	-0.7	-1.0	-5.5	1.4	13.6	O=C(NCc1cccs1)N[C@@H](Cc1ccccc1)C(=O)O
-18.6	-14.5[fluorescence artefact?]	-13.2	109.6	-5.1	4.2	-2.5	10.4	-6.2	O=C(CC1NC2CCCCC2NC1=O)Nc1cccc(C(F)(F)F)c1 (stereo not drawn)
29.2	.	.	.	-15.6	-2.4	-0.4	8.6	-7.9	Cc1ccc(C)c(NC(=O)c2sc(Cl)nc2-c2ccccc2)c1
28.1	12.7	-6.8	123.9	-11.0	-1.8	-0.9	4.9	-5.6	COc1ccc(C2C(=O)N(C3CCCCC3)CC(=O)N2Cc2ccco2)cc1 (stereo not drawn)
-8.5	2.4	10.3	68.0	0.9	7.5	-1.5	4.5	16.3	Brc1ccccc1-c1nnc2sc(Cc3ccccc3)nn12
2.3	.	.	.	-0.5	-0.2	-3.7	15.0	-0.7	COC(=O)C1CC(O)CN1C(=O)c1ccco1 (stereo not drawn)
16.4	-7.1	-29.4	95.9	0.1	-0.4	3.9	11.9	-3.7	CC1(c2ccccc2)NC(=O)N(CC(=O)N2CCOCC2)C1=O (stereo not drawn)
-17.8	.	.	.	-4.4	-4.3	-2.2	5.4	4.6	CN1CCN(C(=O)CCc2nc3ccccc3c(=O)[nH]2)CC1
-5.4	3.3	5.6	132.6	-7.1	-2.1	-0.7	5.4	-5.4	Cc1ccc(-c2nnc(-c3ccc(Br)cc3)o2)o1
22.7	.	.	.	2.8	.	0.6	6.2	.	Cc1ccc(OCC(=O)NCC(=O)n2nc(C)cc2C)cc1
-23.9	1.1	-0.3	109.5	-14.7	-1.7	-2.4	5.9	-4.6	COc1ccccc1NC(=O)CNC(=O)c1ccccc1
-10.4	.	.	.	-3.4	-3.9	38.7*	2.1	-1.2	O=C1Nc2ccccc2Nc2ncccc21
.	15.3	-5.6	81.3	.	-1.6	.	.	-12.1	O=C(CSc1nc2c(c(=O)n1-c1ccc(Cl)cc1)SCC2)NCC1CCCO1 (stereo not drawn)
.	24.2	20.8	81.5[fluorescence artefact?]	.	-1.1	.	.	-10.0	O=C(Cc1cn2ccsc2n1)NCCc1ccc(F)cc1
-4.8	3.5[fluorescence artefact?]	14.8[fluorescence artefact?]	60.5	68.4*	-1.4	-0.4	4.6	-4.9	COc1ccc(OC)c(-n2c(SCC(=O)Nc3cc(C)on3)nnc2-c2c[nH]c3ccccc23)c1
13.7	-0.3	1.1	103.0	-8.9	-0.6	-1.0	3.1	-16.7	O=C(CSc1nc2c(sc3ccccc32)c(=O)n1CCCN1CCCC1)NCC1CCCO1 (stereo not drawn)
6.3	5.7[fluorescence artefact?]	0.6	83.2[fluorescence artefact?]	-15.9	4.5	4.9	10.5	-16.2	Cc1cccc(N2C(=O)CC(Sc3nc(C)c4c(n3)CCCC4)C2=O)c1 (stereo not drawn)
5.0	-7.4	-7.2	120.2	-12.9	-3.8	0.6	4.1	6.7	O=C(CC1C(=O)OCN1C(=O)OCc1ccccc1)OCC(=O)c1ccccc1 (stereo not drawn)
-1.6	-5.4	5.9	93.8	-1.6	4.7	-1.0	5.7	-23.5	CC(C)(C)c1ccc(-c2nnc(SCCN3C(=O)c4ccccc4C3=O)o2)cc1
-19.0	1.7	-2.0	105.0	-1.2	0.3	0.2	2.6	17.6	Cc1nnc(SCC(=O)NCCOc2ccc(Cl)cc2)n1-c1ccccc1
-14.0	-15.9	-30.2	99.1	-6.5	.	-1.4	4.6	.	CCC1(C)Cc2c(sc3nc4n(c(=O)c23)CCCS4)CO1 (stereo not drawn)

Compound activity from PubChem.
